# LYPLA2 counter: counter-screen for PME1 inhibitors: inhibitors of human LYPLA2 | O95372 | recombinant LYPLA2, FP-Rh probe fluorescence polarization | inhibition, % at 5.9 µM | 320,000 tested, 0.38% active;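 active = inhibition above the screen-wide mean plus 3 SD, limit set per campaign, cut at about 26% in these data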;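 also: 0% = LYPLA2 with DMSO and 100% = wells lacking LYPLA2 enzyme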
# Target sequence (O95372 whole entry, looked up): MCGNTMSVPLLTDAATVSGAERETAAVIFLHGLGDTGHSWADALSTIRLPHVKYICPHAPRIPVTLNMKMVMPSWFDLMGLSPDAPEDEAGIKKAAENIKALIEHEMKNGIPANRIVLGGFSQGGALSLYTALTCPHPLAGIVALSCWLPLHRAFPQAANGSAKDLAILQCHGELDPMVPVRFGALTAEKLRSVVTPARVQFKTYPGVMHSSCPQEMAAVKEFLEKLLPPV
# TPT1 inhibitor: inhibitors of Candida albicans tRNA 2'-phosphotransferase TPT1; 300,000 tested, 0.81% active; recombinant caTPT1, FP RNA substrate dephosphorylation; inhibition, % at 5 µM;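 active = inhibition above the mean of all tested compounds plus 3 SD, set per screening campaign, cut at about 24% in these data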;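 also: plate controls were DMSO alone for no effect and ferristatin control at 100 nM for full effect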
# PP1 inh: counter-screen for PP5 inhibitors: inhibitors of human PP1-alpha; 320,000 tested, 0.9% active; P62136; purified PP1alpha, OMFP fluorescence; inhibition, % at 6.7 µM;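 active = inhibition above the mean inhibition of all tested compounds plus 3 SD, computed separately for each screening campaign, cut at about 15% in these data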
# Fh CTSL1 inh: cathepsin L1 inhibition, PFM18AAP counter-screen; recombinant F. hepatica cathepsin L1, Z-Leu-Arg-MCA fluorescence; 300,000 tested, 0.49% active; inhibition, % at 5.96 µM;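 active = inhibition above the mean of all tested compounds plus 3 SD, set per screening campaign, cut at about 17% in these data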;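 also: 0% = plate median of test compound wells and 100% = 1 µM Z-Phe-Ala-diazomethylketone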
# PREPL inh: inhibits the human prolyl oligopeptidase-like enzyme. Q4J6C6. recombinant PREPL, fluorescence polarization activity-based probe. inhibition, % at 5.96 µM. AID 2751. 320,000 tested, 0.68% active; in the data active = inhibition above about 43%;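 also: 0% = enzyme with DMSO and 100% = wells lacking enzyme; many of its hits are not listed in these tables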
# Target sequence (Q4J6C6 whole entry, looked up): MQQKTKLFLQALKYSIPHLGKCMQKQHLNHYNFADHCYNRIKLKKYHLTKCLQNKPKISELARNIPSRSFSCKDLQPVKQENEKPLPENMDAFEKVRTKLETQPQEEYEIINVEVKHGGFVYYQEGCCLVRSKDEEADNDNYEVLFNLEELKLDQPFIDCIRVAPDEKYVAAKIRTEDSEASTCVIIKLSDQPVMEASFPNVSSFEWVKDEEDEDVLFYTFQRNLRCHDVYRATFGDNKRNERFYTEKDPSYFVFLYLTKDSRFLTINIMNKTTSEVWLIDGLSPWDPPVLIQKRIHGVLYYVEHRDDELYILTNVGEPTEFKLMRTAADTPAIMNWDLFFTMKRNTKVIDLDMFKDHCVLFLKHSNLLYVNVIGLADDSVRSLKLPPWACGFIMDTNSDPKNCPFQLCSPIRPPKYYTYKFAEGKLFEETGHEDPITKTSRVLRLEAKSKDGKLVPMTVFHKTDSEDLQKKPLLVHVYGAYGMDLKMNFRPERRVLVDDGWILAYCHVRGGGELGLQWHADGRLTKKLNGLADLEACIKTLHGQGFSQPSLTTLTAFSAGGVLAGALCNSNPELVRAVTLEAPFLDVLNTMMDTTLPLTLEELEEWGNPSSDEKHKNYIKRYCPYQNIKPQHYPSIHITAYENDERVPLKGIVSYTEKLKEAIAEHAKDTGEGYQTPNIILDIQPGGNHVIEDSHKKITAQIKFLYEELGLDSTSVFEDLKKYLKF
# JMJD2C inh: inhibitors of human GASC-1 (JMJD2C) demethylase | Q9H3R0 | GST-JMJD2C(1-420) H3K9me3 demethylation, DELFIA europium | inhibition, % at 2.35 µM | 330,000 tested, 0.069% active | AID 2099;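 active = more than half of a compound's replicate wells show inhibition beyond 50%, single wells judged on their own value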;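 also: signal counts dimethyl H3K9 product captured on neutravidin plate; 0% = median of DMSO wells and 100% = 0.3 times that DMSO median; strong numbers were not always called active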
# PP5 inh: PP5 (human) phosphatase inhibition; inhibition, % at 6.7 µM; P53041; 320,000 tested, 0.18% active; purified PP5c, OMFP substrate fluorescence; AID 1987;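 active = inhibition above the campaign's mean inhibition across all tested compounds plus 3 SD, cut at about 9.5% in these data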;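 also: 0% = DMSO only and 100% = 100 µM cantharidin control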
# Efflux pump inh: antifungal efflux pump inhibition, Nile Red retention. S. cerevisiae Candida pump triplex. inhibition, % at 10 µM. 330,000 tested, 0.44% active;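 active = plate passing quality check with inhibition over a set limit, or well fluorescence over plate mean plus 4 SD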;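 also: Nile Red retained in pooled yeast measured as flow cytometry median fluorescence; 0% = buffer negative control and 100% = Enniatin B positive control; higher means more Nile Red kept so more efflux inhibition; some compounds called inactive have numbers as strong as hits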
# core dimer inh: HCV core protein dimerization inhibition. AID 1899. 300,000 tested, 0.33% active. TR-FRET GST/Flag-core106 dimerization, 1536-well. inhibition, % at 5 µM;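 active = inhibition above the mean of all tested compounds plus 3 SD, set per screening campaign, cut at about 45% in these data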
#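 Test system: GST/Flag-tagged HCV core106 proteins; Medium: KF-containing HEPES buffer, pH 7.45, DTT, CHAPS, BSA; Times: compound-protein-antibody incubation 4 h at 22.5 °C; Detection: TR-FRET 671 and 617 nm emission; Benchmarks: wells lacking GST-core106 and wells with excess unlabelled core106.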
# The depositor's hits bear a star; · = no result given. An excerpt (hit frequency here may not be typical).
mol,Fh CTSL1 inh,PP5 inh,PP1 inh,JMJD2C inh,core dimer inh,PREPL inh,Efflux pump inh,LYPLA2 counter,TPT1 inhibitor
COc1ccccc1CNC(=O)C1Cc2ccccc2C(=O)O1 (stereo not given),1,-0.1,-3,8,-7,14,0.0,7,-5
Cn1nc(C(F)(F)F)c(-c2ccc(Br)cc2)c1NC(=O)c1nccnc1C(=O)O,-2,0.9,1,-42,-4,11,-0.2,1,-4
CCSc1nnc(NC(=O)C2CCN(S(=O)(=O)c3cc(C(F)(F)F)ccc3Cl)CC2)s1,-3,4.6,2,14,1,-7,0.1,3,-1
O=C(NC1CCCCC1)n1c(=O)oc2ccc(Cl)cc21,-4,1.4,-5,3,2,9,0.0,3,1
Cc1ccc(NC(=O)CS(=O)(=O)c2cn(CC(=O)N3CCOCC3)c3ccccc23)cc1,-2,1.1,0,0,-2,-11,0.0,0,2
CCOc1ccccc1NC(=S)N1CCN(c2cccc(OC)c2)CC1,-3,-4.7,2,-2,11,6,0.1,-1,0
Cc1cccc(C(=O)Nc2ccc(N3CCN(S(C)(=O)=O)CC3)cc2)c1,-2,-0.3,-3,-2,0,-3,0.0,3,3
CCc1cc(C)cc(OCCNC(=O)c2ncn[nH]2)c1,3,3.3,0,2,7,-1,0.0,1,1
Fc1ccccc1-c1csc(=Nc2cccnc2)n1CC1CCCO1 (stereo not given),4,0.6,-3,·,4,11,0.1,-1,2
c1ccc(Nc2nc(NCC3CCCO3)c3ccccc3n2)cc1 (stereo not given),2,2.1,0,-2,-1,9,0.0,-5,-3
Cc1nc2sc(C(c3cccc(F)c3)N3CCC(O)CC3)c(O)n2n1 (stereo not given),-3,-1.0,0,-12,-3,11,-0.1,2,-2
Cc1cc(C)c(C#N)c(SCc2ccc(C#N)cc2)n1,4,5.6,3,-1,8,-3,0.0,15,-1
Cc1ccc(C2=Nc3cccnc3C(c3ccccc3)=NN2)cc1,-3,-0.5,-2,25,-3,-2,0.2,-1,4
N#Cc1c(N)n(-c2cccc(C(=O)O)c2)c2nc3ccccc3nc12,0,0.3,-2,-2,4,5,-0.1,-4,36*
CC(C)CCNC(=O)C(=O)Nc1cc2c3c(c1)CCC(=O)N3CCC2,-4,0.5,1,0,-5,2,0.0,-9,4
COc1ccc([C@@H]2CC=C(C(=O)O)[C@H](c3cccc(Cl)c3)N2S(=O)(=O)c2ccc(C)cc2)cc1OC,4,1.3,5,-1,21,-2,-0.1,-1,0
CC1(C)OC(C(N)=O)C(C(N)=O)O1 (stereo not given),-2,1.6,-3,6,-6,6,-0.1,8,4
Clc1cccc(NCc2nnc(SCc3ccccc3Cl)o2)c1,10,3.7,4,15,-5,-14,-0.1,-9,0
O=C(NCCC1=CCCCC1)C(=O)NCC1OCCCN1S(=O)(=O)c1cc(F)ccc1F (stereo not given),2,2.6,-1,-5,-1,12,-0.1,4,-4
O=C(CSc1ncccn1)NCc1ccccc1,-5,0.8,2,-6,10,9,0.3,-9,-2
Cc1cc(C)c(S(=O)(=O)NCCSCc2ccco2)c(C)c1,·,5.8,5,10,·,-5,0.3,4,·
O=C(NC1CCN(Cc2ccc(Cl)c(Cl)c2)CC1)c1ccccc1,-3,1.7,-1,6,5,1,0.0,-2,-2
COc1cccc(CNC(=O)CCC2CCCN(C(=O)Cc3ccccc3F)C2)c1 (stereo not given),2,0.0,-4,-12,0,-5,0.2,4,3
Cc1[nH]n(-c2ccccc2)c(=O)c1C1(C(F)(F)F)C(=O)N(c2ccc(F)cc2)C2=C1C(=O)CC(C)(C)C2 (stereo not given),-1,3.0,-3,-6,1,-6,0.2,0,-1
C=CCn1c(Cc2ccc(OC)cc2)nnc1SCC(=O)NCCc1ccccc1,-6,4.6,0,1,-3,8,-0.1,3,3
Cc1ccc(CN=C2NC(=O)C(CC(=O)NCCc3ccccc3)S2)cc1 (stereo not given),3,1.4,-6,-2,1,-5,-0.2,1,-1
Clc1ccc(-c2cn(-c3ccccc3)c3[n+]2CCS3)cc1,2,0.2,-7,2,2,14,0.1,-3,-3
COCCN(C(=O)Nc1ccc(OC)cc1)c1nc2ccccc2s1,-4,0.8,3,-7,-5,11,0.1,-5,3
Cc1ccc(C(=O)NC(=S)N(C)C2CCCCC2)cc1,1,2.9,0,8,-10,8,-0.6,3,-1
O=C(Nc1cccc(Cl)c1N1CCOCC1)c1cc([N+](=O)[O-])ccc1N1CCOCC1,2,1.5,-2,10,3,10,-0.3,1,4

# Some of these compounds in order of the TPT1 inhibitor value, falling.
SMILES | TPT1 inhibitor
O=C(NC1CCCCC1)n1c(=O)oc2ccc(Cl)cc21 | 1
Cn1nc(C(F)(F)F)c(-c2ccc(Br)cc2)c1NC(=O)c1nccnc1C(=O)O | -4
COc1ccccc1CNC(=O)C1Cc2ccccc2C(=O)O1 (stereo not given) | -5

# The list goes on:
mol,Fh CTSL1 inh,PP5 inh,PP1 inh,JMJD2C inh,core dimer inh,PREPL inh,Efflux pump inh,LYPLA2 counter,TPT1 inhibitor
Cc1ccc(CN2CCN(/N=C/c3cccs3)CC2)cc1,0,4.1,-5,4,10,11,0.1,4,1
C=CCn1c(SCc2ccccc2Cl)nnc1-c1sc2nc(C)cc(C)c2c1N,-2,5.1,-1,-23,1,47*,0.3,-9,1
CC(=O)c1cn(C(=O)c2ccc(Cl)cc2)c2ccccc12,-1,-0.3,2,7,5,-9,-0.1,0,0
Cc1cc([N+](=O)[O-])ccc1NC(=O)c1sc2ncn(CC(=O)N3CCOCC3)c(=O)c2c1C,0,-0.5,-2,-10,-2,13,0.2,-1,-2
C=CCN1CCN(C(c2cc(OC)ccc2OC)c2nnnn2CC2CCCO2)CC1 (stereo not given),-1,0.6,-1,9,-12,19,0.0,2,-2
O=C(NC(=S)Nc1ccc2c(c1)OCCO2)c1cccc(Br)c1,5,2.4,-2,-2,-6,7,2.1,2,2
O=C(CN1CCN(S(=O)(=O)c2ccc(Cl)cc2)CC1)NC(=O)NC1CCCCC1,0,2.3,1,11,1,11,0.0,3,0
COCCCNC(=O)Cc1coc2ccc3ccccc3c12,4,3.2,3,-9,3,-4,0.0,4,2
CCCCC/C=C/C1=CC(=O)C[C@H](c2ccc(Cl)cc2)C1,·,1.5,4,2,·,-18,-0.1,2,·
Cc1ccccc1NC(=O)CN1CCC(n2nnc3ccccc32)CC1,-8,3.1,-3,3,-2,12,-0.1,12,-2
CCOC(=O)C(=O)NNc1cccc(C)c1C,-1,0.9,4,7,-10,-8,-0.3,-1,-3
N#Cc1cccc(S(=O)(=O)NCCOc2ccccc2F)c1,·,3.6,-5,-2,·,2,-0.1,3,·
O=C(CCN1C(=O)C2CCCCC2C1=O)Nc1ccc(OC(F)F)cc1 (stereo not given),1,2.6,-5,0,1,2,0.0,13,-4
Cc1cccc(Nc2ccncc2S(=O)(=O)NC(=O)NC(C)C)c1,3,1.5,-3,3,-4,-1,0.1,5,1
O=C(Nc1nnc(Cc2ccccc2)s1)c1cccs1,6,-9.2,1,-1,4,12,-0.1,2,-1
CN1CCN(CCCNC(=O)CCCOc2cc(=O)n(C)c3ccccc23)CC1,-2,1.4,-2,3,-2,3,-0.1,-1,-2
CCOC(=O)/C=C1\SCC(=O)N1CCOc1cccc(Br)c1,4,3.5,-2,-2,2,-3,-0.1,4,3
CCOc1cc(C(=O)NCCN2CCOCC2)cc(OCC)c1OCC,-1,-1.3,0,-9,-3,5,0.0,9,-7
Cc1ccc(NC(=O)c2cc(NC(=O)c3ccco3)ccc2N2CCCCC2)cc1,6,3.1,-2,0,15,12,0.0,5,1
CC1Oc2ccccc2N(Cc2cccnc2)C1=O (stereo not given),-1,2.3,7,-2,-4,2,-0.1,1,1
NC(=O)COC(=O)c1ccccc1OCc1ccccc1Cl,-4,1.6,0,-7,-7,-1,0.0,10,2
COc1ccccc1N1CCN(CCCNC(=O)Nc2ccccc2C)CC1,0,1.4,-3,2,5,20,0.3,3,-30
O=c1cc(CO)occ1OCc1c(F)cccc1Cl,0,1.2,-3,-3,0,4,0.0,-1,-3
CCOc1ccc(-c2nc(CSCC(=O)NCCN3CCOCC3)c(C)o2)cc1,1,0.7,-2,-39,-1,12,0.1,6,1
COc1ccc(/C=C/c2nc(S(=O)(=O)c3ccccc3)c(N(C)C)o2)cc1,-3,1.8,0,0,3,-14,0.6,-1,0
N#CC1=C(N)OC2=C(C(=O)CCC2)[C@]12C(=O)N(CC(N)=O)c1ccccc12,-3,0.1,-1,-2,-5,-6,-0.1,-3,-8
O=c1[nH]n2c(=O)c3c([nH]c2c1N=Nc1cccc(C(F)(F)F)c1)CCCC3,9,0.7,26*,1,-1,55*,0.1,1,1
COc1ccc(C)cc1NC(=O)c1cc(S(=O)(=O)N2CCC3(CC2)OCCO3)ccc1F,4,4.0,5,0,27,-7,0.3,-1,0
Cc1ccc(/C=N/NC(=O)Cn2nnc(N)n2)cc1,2,-4.2,-2,13,-2,12,0.0,8,-3
Cc1cnc(C(=O)N2CCCC(N3CCN(c4ccccc4C)CC3)C2)cn1 (stereo not given),-3,2.1,-4,0,0,19,0.1,2,3

# Following part:
mol,Fh CTSL1 inh,PP5 inh,PP1 inh,JMJD2C inh,core dimer inh,PREPL inh,Efflux pump inh,LYPLA2 counter,TPT1 inhibitor
CCc1ccc(Nc2nnc(SCC(=O)NC(=O)CN3CCCC3=O)s2)cc1,·,0.5,-3,·,·,8,0.0,5,·
Cc1nnsc1C(=O)NNc1ccc(C(C)C)cc1,2,0.9,-6,-6,2,2,0.1,5,-3
CCCCc1ccc(NC(=S)NCCc2ccc(S(N)(=O)=O)cc2)cc1,-2,0.6,6,-3,3,2,0.1,5,0
CCCCOc1ccccc1N,-4,0.7,2,141,11,11,0.4,-4,2
CCCS(=O)(=O)N1CCN(C(=O)c2cccc(OC)c2)CC1,1,0.6,-4,-3,1,-2,0.3,7,1
COc1cccc(NC(=S)Nc2ccc(F)cc2)c1,-4,-0.6,-3,-1,6,-3,0.1,3,2
CC(O)Cc1cn([C@@H](CCCCN)C(=O)N2CCNCC2)nn1 (stereo not given in full),-2,1.8,0,-3,-15,-7,-0.1,4,-2
Cc1ccc(S(=O)(=O)N2CCN3CCCC3C2)cc1 (stereo not given),-4,-0.3,-1,-2,-6,3,0.0,1,-6
Cc1cc(OCC(=O)C(C)(C)C)c2c(-c3ccccc3)cc(=O)oc2c1,5,0.6,1,2,-3,16,0.0,6,-4
C[C@@H](C(=O)NCC1CC1)[C@@H]1C[C@@]1(C)[C@@H](NC(=O)OCc1ccccc1)c1ccccc1,-2,1.8,-4,4,4,3,·,-3,0
O=C(CN1C(=O)c2ccccc2C1=O)Nc1nccs1,-1,-1.5,-4,-1,-2,-4,-0.2,-4,-1
Cc1ccc(Nc2nc(N)c([N+](=O)[O-])c(N3CCOCC3)n2)cc1,-1,-3.3,1,9,-6,6,-1.1,9,-28
Cc1ccc(OCc2cc(C(=O)NCC(C)c3ccccc3)no2)cc1C (stereo not given),3,3.6,3,20,-10,9,-0.2,4,-4
COc1ccccc1CCNC(=O)C(=O)NCC1OCCN1S(=O)(=O)c1ccc(OC)c(OC)c1 (stereo not given),0,1.8,2,4,-5,16,-0.1,6,-5
O=C(CNC(=O)C1CCCCC1)OCC(=O)c1ccc(F)cc1,·,1.9,-7,10,·,-2,-0.4,4,·
